RAD52 anneal inh: blocks human RAD52 DNA annealing; P43351; recombinant RAD52 DNA annealing, FRET fluorescence; inhibition, % at 18.7 µM; 0.46% of 360,000 active; AID 651710;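 active means every replicate showing at least 50% inhibition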
Target sequence (P43351 whole entry, looked up): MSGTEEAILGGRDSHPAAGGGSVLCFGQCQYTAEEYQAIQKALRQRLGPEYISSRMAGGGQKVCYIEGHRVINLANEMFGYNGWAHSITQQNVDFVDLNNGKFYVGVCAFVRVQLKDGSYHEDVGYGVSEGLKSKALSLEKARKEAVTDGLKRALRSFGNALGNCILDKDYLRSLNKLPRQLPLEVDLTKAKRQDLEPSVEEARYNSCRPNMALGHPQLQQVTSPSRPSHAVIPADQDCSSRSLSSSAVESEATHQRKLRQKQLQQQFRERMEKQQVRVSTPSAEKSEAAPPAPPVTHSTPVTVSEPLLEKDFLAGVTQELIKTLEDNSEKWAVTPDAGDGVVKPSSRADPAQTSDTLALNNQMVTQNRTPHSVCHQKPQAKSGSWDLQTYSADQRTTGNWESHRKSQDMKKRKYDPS
ARNT-TACC3 inh: ARNT/TACC3 interaction disruption; inhibition, % at 9.99 µM; AlphaScreen His-ARNT PAS-B/GST-TACC3 binding, luminescence; TACC3 fragment carries E629A point mutation; 0.66% of 390,000 active; Q9Y6A5; AID 623870;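 active means mean inhibition of replicates at least 50% and at least half of replicates each reaching 50%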;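 further: 0% = complete ARNT plus TACC3 wells and 100% = ARNT alone without TACC3; many hits fall short of the cut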
ERAP1 HTS inh: inhibitors of human ERAP1 aminopeptidase; Q9NZ08; recombinant ERAP1, Leu-AMC fluorescence, 60 min; inhibition, % at 10.7 µM; 0.15% of 340,000 active; AID 652197;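 active means mean replicate inhibition of at least 30%, or all replicates individually reaching that 30% level; inactive means mean below 30% and not every replicate reaching it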;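 further: 0% = neutral control wells and 100% = L-leucinethiol positive control wells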
esBAF inh: inhibitors of esBAF chromatin remodeling in mouse ES cells. Bmi1-luciferase knock-in reporter, 24 h; 100% = twice the neutral-well signal. reporter increase, % at 12.5 µM. 2% of 350,000 active. AID 602393; in the data active means activation above about 40%;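 further: 0% = median of the plate's neutral control wells and 100% = double that signal; a rise in the Bmi1 reporter signal indicates esBAF inhibition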
Xi reactivation: activators of X-chromosome reactivation in mouse fibroblasts | XiGFP mouse fibroblasts, % GFP-positive cells imaging, 3 d; cells co-treated with 5-aza-dC sensitizer; scaled so ellipticine positive control = 100% | activation, % at 7.58 µM | 0.055% of 360,000 active | AID 743238;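 active means mean normalized replicate activation at least 10% and every replicate at or above 10%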;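 further: 0% = median of on-plate neutral control wells and 100% = ellipticine 6 µM median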
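Material: XiGFP fibroblasts, SV40-immortalized. Buffer or medium: DMEM plus 5-aza-dC sensitizer. Compound: single concentration per compound, delivered by pin transfer. Times: 3 days compound exposure. Controls: ellipticine 6 µM.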
CFTR F508del cor: correctors of CFTR F508del function in bronchial epithelial cells; CFBE cells, YFP halide quenching; stimulated with forskolin plus potentiator P3; % fluorescence drop versus neutral controls; activity (quench increase), % at 7.58 µM; 0.36% of 350,000 active; AID 720511;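 active means mean added fluorescence quench of at least 8% versus neutral control, with both replicates also reaching 8%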;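 further: cells transiently co-express mutant CFTR-F508del with the halide-sensitive YFP; corrector assay measuring rescue of mutant channel to the surface after 24 h compound exposure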
INS-1E GSIS act: GLuc luminescence reporter in INS-1E cells, primary screen for activators of glucose-dependent secretion of insulin; activation, % at 16.6 µM; 0.61% of 370,000 active; INS-1E GLuc reporter insulin secretion, 2-3 h;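 active means lowest replicate activation of at least 40%, so every replicate reaches that level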;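 further: 0% = median of neutral control wells and 100% = median of IBMX positive control wells; some compounds called inactive have numbers as strong as hits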
RAD54 inh: blocks human RAD54 Holliday junction branch migration; Q92698; FAM/BHQ fluorescence; inhibition, % at 10.4 µM; 0.14% of 360,000 active;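 active means mean normalized replicate activity at least 40 and at least half of replicates scoring 40 or more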;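 further: 0% = median of neutral control wells and 100% = median of positive control wells; inhibitors cause a drop in the FAM fluorescence signal; in these data hits start at about 50%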
An asterisk follows results filed as active; . = not tested or not shown.

SMILES	RAD52 anneal inh	ARNT-TACC3 inh	ERAP1 HTS inh	esBAF inh	Xi reactivation	CFTR F508del cor	INS-1E GSIS act	RAD54 inh
COc1ccc(-c2nn(-c3ccccc3)cc2/C=N/NC(=O)c2cccc(S(=O)(=O)Nc3ccccc3OC)c2)cc1	-1.9	-1.1	3.9	.	0.0	.	4.6	.
COc1ccccc1S(=O)(=O)N(C)C[C@H]1Oc2ncc(Br)cc2C(=O)N([C@@H](C)CO)C[C@H]1C	-10.4	-7.9	0.1	2.7	-0.4	-3.7	25.7	-0.6
CC(C)(O)C#Cc1ccc(N2C(c3ccsc3)=Cc3ccc(F)cc3C2c2c[nH]c3ccc(C#N)cc23)cc1 (configuration not stated)	-13.5	.	.	.	0.0	2.7	8.3	.
C[C@@H]1CN([C@H](C)CO)C(=O)Cc2cc(NC(=O)c3ccncc3)ccc2O[C@H]1CN(C)Cc1ccc(Oc2ccccc2)cc1	-24.3	6.4	-0.7	3.5	0.1	2.2	-13.3	4.3
COc1ccc(/C=N/NC(=O)c2nnn(-c3nonc3N)c2-c2cccc(OC)c2)cc1	-5.6	-0.5	-3.1	-3.0	0.0	-2.2	-2.9	3.5
Cc1ccsc1C(=O)N1CCc2ccccc2C1	-22.8	.	-2.9	7.0	0.0	-1.5	9.1	5.6
COC(=O)c1c(N2C(=O)Nc3ccccc3N2O)sc(C)c1C	-2.0	-4.8	-28.1	-2.1	0.0	-2.0	4.1	6.5
Cc1ccc(CNc2ncnc3cc(Cl)ccc23)cc1	-6.7	-0.9	-3.4	3.2	0.1	-1.8	-5.6	6.6
CNC[C@@H]1OCCCC[C@H](C)Oc2ccc(NC(=O)Nc3ccc4c(c3)OCO4)cc2C(=O)N([C@@H](C)CO)C[C@@H]1C	.	.	.	2.7	-1.0	-0.1	-5.1	.
CCCc1nc2oc3c(=O)[nH]cnc3c2c2c1COC(C)(C)C2	-14.4	16.9	.	.	0.1	3.2	34.1	.
O=C(NC1CC1)C(=O)c1c(-c2ccccc2)[nH]c2ccccc12	-12.7	0.8	6.5	-11.5	0.1	-0.3	2.3	1.0
COCC(=O)Nc1ccc2c(c1)OC[C@@H](C)N(Cc1cccnc1)C[C@H](C)[C@H](OC)CN(C)C2=O	-9.5	.	1.5	.	0.1	2.0	2.1	.
Cn1nc(C(F)(F)F)c(CO)c1Sc1ccc(F)cc1	-2.0	-5.1	2.7	.	0.0	-2.7	17.3	.
Cc1cc(C)cc(NC(=O)N2CCN(S(C)(=O)=O)CC2)c1	-20.5	-4.2	12.4	.	0.1	1.5	-3.6	.
Cc1ccc(SCc2ccc(C(=O)Nc3ccccc3C(=O)NC(C)C)cc2)cc1	2.0	-4.5	-2.2	.	0.0	0.8	.	13.6
C[C@@H]1CN([C@@H](C)CO)C(=O)c2cccc(NS(=O)(=O)c3ccc(Cl)cc3)c2O[C@H]1CN(C)S(=O)(=O)c1ccccc1	3.0	-1.5	-3.2	-4.3	-0.2	2.4	8.3	7.1
COc1ccc(CSC2=C(C#N)C(=O)NC3(CCCCC3)S2)cc1	-19.5	.	-1.7	2.0	0.0	6.0	.	-4.5
CCN(C(=O)C1=COCCO1)c1nc2c(C)cccc2s1	0.9	6.2	2.2	48.0*	-0.2	0.8	1.7	0.5
Cn1c(=NC(=O)CS(=O)(=O)c2ccccc2)sc2ccccc21	-1.2	-2.5	0.8	39.5	0.1	-1.5	0.8	-3.7
CC(C)N1CCN(Cc2ccc(-c3ccccc3Cl)o2)CC1CCO (configuration not stated)	-19.7	11.3	0.2	-3.7	0.0	-1.8	3.9	5.6
Cc1c(C(=O)OCC(O)=C(C#N)c2nc3ccccc3[nH]2)oc2ccc(Br)cc12	-22.5	24.7	4.1	.	0.0	0.0	.	.
C[C@H](CO)N1C[C@H](C)[C@H](CN(C)Cc2ccc(C(F)(F)F)cc2)Oc2ccc(NC(=O)CCCCCC(=O)Nc3ccccc3N)cc2CC1=O	-5.3	-23.2	0.0	-12.1	-0.6	0.6	-1.6	-2.1
CC1CCCC(C)N1C(=O)CN1c2cccc3cccc(c23)S1(=O)=O (configuration not stated)	-8.1	-6.3	2.2	2.9	0.4	0.3	-5.1	-5.3
C[C@@H]1CN([C@H](C)CO)C(=O)c2cc(NC(=O)Nc3ccc4c(c3)OCO4)ccc2O[C@@H](C)CCCCO[C@H]1CN(C)Cc1ccc(Cl)c(Cl)c1	5.7	5.8	-3.3	3.3	-1.3	2.1	7.2	-0.5
CCNC(=O)[C@H]1[C@H](CO)[C@H]2Cn3c(ccc(-c4cccc(F)c4)c3=O)[C@H]2N1Cc1nccs1	37.1	-5.8	2.3	-7.9	0.1	-0.5	-6.5	2.8
CCOc1ccccc1NC(=S)Nc1ncccc1C	-7.2	18.3	2.5	22.7	-0.1	4.6	14.7	-3.5
COc1ccc(C(=O)CSC2=NS(=O)(=O)c3cc(Cl)ccc3N2)cc1	3.1	-2.3	1.4	.	0.1	-2.5	15.3	3.7
COc1ccc2c3c(n(C)c2c1)[C@H](CO)N(C(=O)C1CC1)CC31CCN(C)CC1	17.9	.	3.4	.	0.1	-3.0	9.5	.
Cc1cc(C)c(C)c(S(=O)(=O)NC2CCCCC2)c1C	-26.3	.	-1.7	-7.1	0.1	1.4	-3.3	-20.0
CCOC(=O)c1cccc(NS(=O)(=O)Cc2ccccc2)c1	-22.6	5.5	-4.0	3.3	0.0	1.5	14.8	.
COc1ccc(C(=O)NC2CCN(CC(=O)N3CCCCC3)CC2)cc1	-14.7	1.6	-4.6	0.0	0.2	3.4	17.4	5.9
CC(=O)N1c2ccc(S(=O)(=O)NCCC(=O)N3CCC(C)CC3)cc2CC1C (configuration not stated)	-5.1	-3.1	4.3	5.0	0.2	-3.0	-0.2	3.2
O=C(C[C@H]1C/C=C\C[C@@H](Cc2ccc(F)cc2)C(=O)OC[C@H]2CCCN2C1=O)NCCO	-12.7	3.8	-0.4	-4.1	0.2	3.1	-6.3	12.2
O=C(CSC1=NCCS1)Nc1ccnc2ccccc12	.	4.1	.	-9.5	.	.	-18.7	-0.9
CCC(=O)NCCCCCCNC(=O)CC	-19.8	-9.3	-1.2	-3.2	.	0.9	5.9	-8.0
CCOC(=O)C(C)Sc1nnc(CNC(=O)c2ccc(OC)cc2)n1C1CCCCC1 (configuration not stated)	-0.9	4.2	-0.2	-5.0	.	.	-10.2	1.1

Record cards, from the list above. Values in the order: RAD52 anneal inh, ARNT-TACC3 inh, ERAP1 HTS inh, esBAF inh, Xi reactivation, CFTR F508del cor, INS-1E GSIS act, RAD54 inh
CNC[C@@H]1OCCCC[C@H](C)Oc2ccc(NC(=O)Nc3ccc4c(c3)OCO4)cc2C(=O)N([C@@H](C)CO)C[C@@H]1C is listed as ., ., ., 2.7, -1.0, -0.1, -5.1, .
C[C@@H]1CN([C@@H](C)CO)C(=O)c2cccc(NS(=O)(=O)c3ccc(Cl)cc3)c2O[C@H]1CN(C)S(=O)(=O)c1ccccc1 is listed as 3.0, -1.5, -3.2, -4.3, -0.2, 2.4, 8.3, 7.1

Continued:
SMILES	RAD52 anneal inh	ARNT-TACC3 inh	ERAP1 HTS inh	esBAF inh	Xi reactivation	CFTR F508del cor	INS-1E GSIS act	RAD54 inh
O=C(NCCn1ccc2ccccc21)c1ccc(S(=O)(=O)N2CCCCC2)cc1	-155.7	0.2	0.6	19.5	0.6	-4.8	.	1.7
Cc1c(C(=O)NCc2ccc3c(c2)OCO3)cccc1[N+](=O)[O-]	-12.8	5.4	0.4	.	-0.1	.	2.7	.
CCCCN(CCCC)CCNC(=O)c1cn(C)c2ccc(S(=O)(=O)N3CCCC3)cc2c1=O	0.1	-0.3	-1.1	-1.6	0.1	-0.9	5.3	-5.2
Cc1ccc(C)c(CN2C(=O)COc3ccccc32)c1	6.6	-1.4	3.1	-7.3	0.0	0.6	.	-11.6
CCOC(=O)C1=CN(Cc2cccc(I)c2)S(=O)(=O)N(C)C1C (configuration not stated)	-10.9	-1.1	0.9	6.6	0.2	12.3*	-12.1	-4.8
O=C(NCc1ccccc1C(F)(F)F)C1CCC(=O)N(C2CC2)C1 (configuration not stated)	-7.9	-2.6	2.8	-8.9	0.1	0.2	6.5	-1.5
CC(NC(=O)CCc1nnc(CCCc2ccccc2)o1)c1ccccc1 (configuration not stated)	-7.4	.	-1.6	.	0.0	.	-6.8	.
CC(C)(C)S(=O)N1C[C@H]2CC(=O)C=C2[C@@H]1CCO (some centres not stated)	-1.9	.	-0.5	.	-0.2	0.6	9.1	.
C[C@@H]1CCCCO[C@@H](CN(C)S(C)(=O)=O)[C@H](C)CN([C@@H](C)CO)C(=O)c2cc(NC(=O)Cc3ccccc3)ccc2O1	7.1	0.8	-0.8	2.8	-0.7	0.8	20.2	-1.3
Cc1ccc(S(=O)(=O)NC(=O)NC(=O)N(C)S(=O)(=O)c2ccc(C)cc2)cc1	-8.0	.	3.0	-7.0	0.1	3.5	-2.2	4.0
O=C(Nc1ccc(C(F)(F)F)cc1)Nc1ccc2c(c1)[C@@H]1C[C@@H](CC(=O)N3CCc4ccccc4C3)O[C@@H](CO)[C@@H]1O2	-8.2	-7.6	1.6	-0.9	0.0	-0.1	-10.4	1.7
CCCC1(CCC)C(=O)NC(=NCCc2ccc(OC)c(OC)c2)NC1=O	-5.2	.	-0.9	-1.6	0.0	.	10.1	-1.3
COC(=O)C[C@@H]1CC[C@@H]2[C@@H](COc3ccc(NC(=O)Nc4cccc(C)c4)cc3C(=O)N2C)O1	-35.7	-4.0	-1.6	8.4	0.2	-3.1	-8.5	8.3
CCc1ccc(NC(=O)c2cc(Br)ccc2Br)cc1	-10.6	.	-3.8	.	0.4	0.3	20.6	.
Cc1ccc(S(=O)(=O)N[C@@H]2CC[C@H](CC(=O)NCc3ccc(Cl)c(Cl)c3)O[C@@H]2CO)cc1	-1.3	-21.0	-0.9	1.6	-0.7	2.3	-25.0	1.9
O=c1cc(-c2ccccc2)nc(SCCOc2ccccc2Cl)[nH]1	0.2	6.9	-1.0	.	-0.1	-3.4	.	.
O=C1CSC(=Nc2ccccc2[N+](=O)[O-])N1	-5.8	-3.4	5.2	.	0.5	-1.5	69.3	.
CC(=O)c1nn(-c2ccc(Cl)cc2)c(=O)[nH]c1=O	-15.6	19.7	0.6	-3.6	0.0	3.2	-39.7	-7.4
Cc1ccc(NC(=O)c2cccc(C(F)(F)F)c2)cc1NC(=O)c1[nH]cnc1C(N)=O	-11.6	6.1	-3.0	-12.6	0.3	1.1	27.5	-5.1
O=C(NCCc1csc(-c2cccnc2)n1)c1ccccc1	-9.0	-1.1	2.3	26.8	0.0	-3.4	15.4	-3.4
CC(=NO)c1ccc2c(c1)C(=NO)c1ccccc1-2	-13.2	8.6	-0.5	.	-0.1	0.0	-6.9	.
S=c1[nH]nc(C2CC2)n1Cc1ccco1	-13.6	-3.5	1.6	1.4	.	-2.3	1.9	-0.9
Cc1noc(C)c1NC(=O)Nc1ccc2c(c1)C(=O)N([C@@H](C)CO)C[C@H](C)[C@H](CN(C)CC1CC1)O2	-9.1	-9.1	-0.7	0.2	0.2	-1.5	-3.3	5.0
CC1c2ccsc2CCN1S(=O)(=O)c1ccccc1 (configuration not stated)	0.9	-2.1	-1.6	.	-0.1	2.6	-12.5	.
Cc1cc(O)c2c(C)c(CC(=O)N3CCN(C(=O)C4COc5ccccc5O4)CC3)c(=O)oc2c1 (configuration not stated)	-4.8	13.0	-2.4	-3.0	0.0	0.4	-1.2	3.7
Cc1nc(SCc2nc3ccc(Br)cc3[nH]2)c2oc3ccccc3c2n1	-54.1	1.3	1.4	-3.7	0.0	2.7	10.3	-3.7
S=C(Nc1ccccc1)N1CCn2c(nc3ccccc32)C1	-7.2	-9.5	13.5	.	0.0	-1.5	-1.2	-9.5
CCNC(=O)[C@@H]1[C@@H](CO)[C@@H]2Cn3c(ccc(C4=CCCCC4)c3=O)[C@H]1N2Cc1cocn1	-13.1	4.8	-2.2	2.7	0.1	-1.7	6.8	-5.1
